hcGAS inh = blocks human cGAS activity; Q8N884; recombinant h-cGAS, ATP depletion, Kinase-Glo luminescence; inhibition, % at 12.5 µM; 290,000 tested, 0.081% active; AID 1259398;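 further: 0% = vehicle reaction and 100% = reaction without DNA for no activity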
Target sequence (Q8N884 whole entry, looked up): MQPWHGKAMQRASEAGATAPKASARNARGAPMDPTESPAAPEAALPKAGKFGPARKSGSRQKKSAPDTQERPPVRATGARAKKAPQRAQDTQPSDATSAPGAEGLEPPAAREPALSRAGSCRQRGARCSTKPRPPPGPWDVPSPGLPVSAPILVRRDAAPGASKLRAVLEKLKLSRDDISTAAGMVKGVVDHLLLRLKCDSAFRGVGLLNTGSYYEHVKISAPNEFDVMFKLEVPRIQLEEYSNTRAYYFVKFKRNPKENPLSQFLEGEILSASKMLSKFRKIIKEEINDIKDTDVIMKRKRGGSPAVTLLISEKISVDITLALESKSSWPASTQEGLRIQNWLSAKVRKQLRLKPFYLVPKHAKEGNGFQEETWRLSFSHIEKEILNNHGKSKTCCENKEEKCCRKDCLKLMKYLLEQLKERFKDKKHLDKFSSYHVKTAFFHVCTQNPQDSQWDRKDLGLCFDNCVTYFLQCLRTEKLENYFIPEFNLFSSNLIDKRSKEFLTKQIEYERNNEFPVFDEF
mcGAS lum = inhibitors of mouse cGAS | Q8C6L5 | recombinant cGAS, Kinase-Glo ATP depletion luminescence | inhibition, % at 12.5 µM | 160,000 tested, 0.15% active;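 further: 0% = negative control wells and 100% = reference inhibitor with no enzyme activity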
NPYLR7 agonist = mosquito NPYLR7 agonism. HEK293T NPYLR7/Galpha15, GCaMP6s calcium fluorescence. activation, % at 10 µM. 270,000 tested, 0.15% active; in the data active means activation above about 40%;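 further: 0% = vehicle and 100% = reference agonist at the receptor; some compounds past the cut are filed as inactive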
* = called active by the depositor; . = not tested or not shown; & = joins results of further samples. Unless noted, no stated cut-off is given here; in the data, active means inhibition above about 40%; inactive means the rest. An unsorted share of the library. Share with any hit: about 0.27%.

| Structure | hcGAS inh | mcGAS lum | NPYLR7 agonist |
| --- | --- | --- | --- |
| O=C(Nc1cccc(C(=O)N2CCOCC2)c1)C1COc2ccccc2C1 (stereo unspecified) | -9 | -6 | 0 |
| O=C(Nc1ccc2c(c1)CCC2)c1cccnc1Nc1cccc(Cl)c1 | -6 | -5 | -9 |
| CCOC(=O)c1sc(/C=C/c2nccn2C)nc1C | -5 | -13 | -5 |
| CCC(C)N(CC1CNCCO1)C(=O)Cc1ccc(OC)cc1 (stereo unspecified) | -9 | . | 19 |
| CN1CC(S(=O)(=O)c2ccccc2)=CC(S(=O)(=O)c2ccccc2)C1c1ccccc1 (stereo unspecified) | -3 | . | 8 |
| O=C1NC2(CCN(S(=O)(=O)c3ccc(F)cc3)CC2)Nc2cccc(Cl)c21 | -6 | -6 | 6 |
| COCCCN(CC(=O)N(Cc1ccc(F)cc1)Cc1cccs1)C(=O)c1ccc2c(c1)OCO2 | 5 | 2 | -15 |
| CN(C)CCN1C(c2ccccc2)=CC(=C2C(=O)N(C)C(=O)N(C)C2=O)C2=C1CCCC2 | -7 | -7 | -8 |
| CCN(CC)C1=C(c2c(C)[nH]n(-c3ccc(F)cc3)c2=O)C(=O)N(CC(C)C)C1=O | -5 | -8 | 2 |
| O=S(=O)(/C=C/C=C/Sc1ccccc1)c1ccccc1 | 3 | -3 | 0 |
| O=C(NCCc1ccccc1F)C1CCCCC1C(=O)N1CCc2c([nH]c3ccccc23)C1 (stereo unspecified) | -1 | . | -10 |
| CC(CC(=O)NCc1cccnc1N1CCN(C)CC1)N1CCOCC1 (stereo unspecified) | -5 | -12 | -2 |
| C=C(C)Cn1c(=O)c2c(nc3oc(-c4ccc(Cl)cc4)cn32)n(C)c1=O | -8 | -8 | 3 |
| CC1CC(Nc2ccccc2)=NC1(C)C (stereo unspecified) | 1 | . | 10 |
| CC(C)C(NC(=O)c1ccccc1Cl)C(=O)N1CCC(C(=O)c2ccccc2)CC1 (stereo unspecified) | -5 | -5 | 3 |
| CC(=O)c1cccc(NC(=O)c2oc3ccccc3c2CN(C)C)c1 | -6 | . | 10 |
| COc1ccc(C(=O)NC(=O)COC(=O)Cc2csc(C)n2)cc1 | -6 | -13 | 1 |
| CC(C)CCn1c(=O)c2c(nc3n2CC(C)CN3c2ccc(Cl)cc2)n(C)c1=O (stereo unspecified) | -6 | -4 | 2 |
| CCOC(=O)C1(Cc2cccc(OC)c2)CCN(Cc2ccc(NC(C)=O)cc2)CC1 | -2 | -3 | 11 |
| C=C(C#N)CS(=O)(=O)c1ccc(C)cc1 | -1 | . | -10 |
| COCCNC(=O)C(NC(=O)c1cccc(C)c1)C1CCN(C(=O)c2ccccc2F)CC1 (stereo unspecified) | -8 | -9 | 7 |
| CC(Cc1ccccn1)N(C)C(=O)c1ccc(CSc2ncccn2)o1 (stereo unspecified) | -8 | -11 | 5 |
| N#Cc1ccc(CN2CCN(C(=O)c3ncoc3C3CCCO3)CC2=O)cc1 (stereo unspecified) | -8&17 | 13 | 4&-5 |
| CCCN(Cc1ccncc1)C(=O)c1n[nH]c2c1CC(C)CC2 (stereo unspecified) | -2 | . | -2 |
| C=CCn1c(SCc2ccc(C(=O)OC)o2)nnc1-c1cccc(C)c1 | -5 | -6 | 18 |

| Structure | hcGAS inh | mcGAS lum | NPYLR7 agonist |
| --- | --- | --- | --- |
| CC(=O)NC(=O)COC(=O)c1cc(-c2ccc(C)cc2)nc2ccccc12 | -2 | -9 | 2 |
| CC1Oc2ccc(N)cc2CN(Cc2cc(F)cc(F)c2)C1=O (stereo unspecified) | -6 | . | 25 |
| CCOC(=O)c1ccc(NC(=O)N(CC(=O)N(Cc2ccc3c(c2)OCO3)Cc2ccc(C)o2)CC(C)C)cc1 | -1 | -5 | 1 |
| CN(C)S(=O)(=O)c1ccc(C(=O)Nc2cc(F)ccc2F)o1 | -14 | . | 1 |
| COc1cc(C(=O)Nn2cnc3c(cnn3-c3ccc(C)c(C)c3)c2=O)cc(OC)c1OC | -15 | . | 0 |
| O=c1ccc(-c2ccc(Br)cc2)nn1Cc1cccc(F)c1 | -12 | . | 10 |
| COc1ccc(-n2nc(C(=O)NCCc3ccccn3)c(=O)n(Cc3ccccc3C)c2=O)cc1OC | -3 | -8 | 3 |
| COc1cc(OC)cc(C2=NC(=Cc3ccc(Cl)s3)C(=O)O2)c1 | -9 | . | 28 |
| Cc1ccc(C(=O)N2CCSC23CCN(C(=O)Nc2ccccc2C)CC3)cc1 | -2 | -3 | 5 |
| CCC(C(=O)NCc1nnc(SCc2ccc(F)cc2)n1-c1cc(Cl)ccc1Cl)c1ccccc1 (stereo unspecified) | -9 | -7 | 20 |
| O=C(NCCc1ccc(C(F)(F)F)cc1)N1CCN(S(=O)(=O)c2ccccc2)CC1 | 0&1 | . | 4&2 |
| Cc1cc(O)ccc1-n1cccc1 | 3 | 0 | -10 |
| CC1CCCCC12NC(=O)N(CC(=O)OCC(=O)C(C)(C)C)C2=O (stereo unspecified) | -8 | -5 | 11 |
| CSc1ccc(CN2CCC2(C)C(=O)NCc2ccccc2Br)cc1 (stereo unspecified) | -9 | . | 4 |
| CCc1ccc(C(=O)NS(=O)(=O)c2cccc(S(C)(=O)=O)c2)o1 | -3 | . | 14 |
| CCC(NC(=O)N1CCC(C)(C(=O)OC)C1)c1cccs1 (stereo unspecified) | -17 | . | -1 |
| CNc1cccc(-c2ccc(C(=O)NCCC#N)cc2)n1 | -5 | . | 2 |
| Cn1c(=S)n(CN2CCOCC2)c2ccccc21 | -6 | . | 6 |
| Cc1ccc(-c2ccc(C(=O)NCCCn3ccnc3C(C)C)cn2)cc1 | -1 | . | 3 |
| CCOc1c(Br)cc(/C=C2/SC(=S)N(CC(=O)O)C2=O)cc1Br | -3 | . | -4 |
| CCc1c(C(=O)N(C)c2ccccc2)cnn1-c1ccc(F)cc1 | -7 | . | 6 |
| CCC(C(=O)NCc1cccc(C(F)(F)F)c1)n1c(=O)n(-c2cccc(C)c2)c(=O)c2ccc(Cl)cc21 (stereo unspecified) | -8 | -3 | 15 |
| Cc1ccccc1CC1SC(N)=NC1=O (stereo unspecified) | -6 | -8 | -4 |
| O=C(NC(c1ccc(Cl)cc1)C1CC1)C1CCN(S(=O)(=O)c2ccccc2F)CC1 (stereo unspecified) | -5 | . | 6 |
| CCN(CC)CCCC(C)NC(=O)Cc1csc(NC(=O)CN(C(=O)c2ccc(Cl)cc2Cl)C2CC2)n1 (stereo unspecified) | -9 | -6 | -7 |

Only hcGAS inh, for some of the entries so far:
structure,hcGAS inh
CC(=O)NC(=O)COC(=O)c1cc(-c2ccc(C)cc2)nc2ccccc12,-2
CC1Oc2ccc(N)cc2CN(Cc2cc(F)cc(F)c2)C1=O (stereo unspecified),-6

Later entries:
| Structure | hcGAS inh | mcGAS lum | NPYLR7 agonist |
| --- | --- | --- | --- |
| O=C(O)c1cccnc1CN1CCC[C@H]1CN1CCCC1 | -2 | . | 2 |
| O=C(O)c1ccc(CSc2nc(Cl)cc(N3CCN(Cc4ccccc4)CC3)n2)cc1 | -7 | -7 | -6 |
| Cc1c(NC(=O)Cc2ccc(Cl)cc2)cccc1-c1nc2cccnc2s1 | -3 | -2 | 0 |
| CC(C)N1CCNC(=O)C1CC(=O)NCc1nnc2n1CCCCC2 (stereo unspecified) | -2 | . | 20 |
| O=C(O[C@H]1CN(C(=O)N2CCOCC2)[C@H]2CC[C@@H](N3CCOCC3)[C@@H]1C2)N1CCOCC1 | 1 | 0 | 0 |
| c1cncc(-c2noc(C3CCCN(Cc4ncc[nH]4)C3)n2)c1 (stereo unspecified) | -3 | . | 14 |
| O=C(NCc1ccccn1)c1cc(-c2ccccc2F)nc2cc(-c3ccccc3)nn12 | -2 | -7 | 5 |
| CC(C)CN(CC(=O)Nc1cc(-c2ccccc2)nn1-c1ccc(Cl)c(Cl)c1)C(=O)Nc1c(C(C)C)cccc1C(C)C | -8 | -4 | 23 |
| CNC(=O)C1CCCN(S(=O)(=O)N2CCOCC2)C1 (stereo unspecified) | -6 | . | 4 |
| O=C(/C=C/N(c1ccccc1)c1ccccn1)C(F)(F)F | -5 | . | 0 |
| CN(C)c1ncnc2c1N=C1CC(C)(C)CC(=O)C1S2 (stereo unspecified) | -1 | -3 | -1 |
| C=CCOCC1CN(CCOc2ccccc2)C(=O)c2cccnc2O1 (stereo unspecified) | 6 | -7 | -1 |
| Cn1nc(-c2cccnc2)c2c1NC(=O)CC2c1ccc2cccc(O)c2n1 (stereo unspecified) | -5 | . | 12 |
| NC(=O)c1ccc(NC(=O)N2CCCC2CC(O)c2ccco2)cc1Cl (stereo unspecified) | -7 | . | 0 |
| COc1ccc(CNC(=O)N2CCC(c3nnc(C4CC4)s3)CC2)cc1 | -1 | -4 | -2 |
| Cc1ccc2nc(NC(=O)CSc3nc(=O)n(Cc4ccco4)c4c3CCC4)sc2c1 | 5 | 2 | -7 |
| CCn1c(-c2ccco2)nn(CN2CCN(c3ccc(O)cc3)CC2)c1=S | -7 | -8 | 0 |
| CNc1nc(-c2nc(CC3CCN(C)CC3)nn2C2CCCCC2)cs1 | 10 | 2 | . |
| CNc1ccccc1C(=O)N1CCCN(C(=O)COC)CC1 | -4 | -14 | 4 |
| Cc1cnc(=O)[nH]c1SCc1ccc(Cl)cc1 | 2 | 3 | 12 |
| CCCCN(CC(=O)N1CCc2sccc2C1c1ccc(Cl)cc1Cl)C(=O)c1cccc(Br)c1 (stereo unspecified) | -3 | -5 | 15 |
| CCc1nc2ccc(C(=O)NCC3CCCCC3)cn2c1N(CC)CC(=O)N(C)C | -4 | -3 | 8 |
| CCCCC1C=CCN1C(=O)Cc1ccccn1 (stereo unspecified) | -4 | . | 12 |
| Cn1ncc2c(NCCCc3csc(N)n3)nc(C(C)(C)C)nc21 | -4 | -1 | -2 |
| Cc1nnc(-c2ccccc2-c2cc(N)nc3[nH]ccc23)o1 | 0 | . | 1 |

Continued, starting with the last five of the part before.
smiles | hcGAS inh | mcGAS lum | NPYLR7 agonist
CCCCN(CC(=O)N1CCc2sccc2C1c1ccc(Cl)cc1Cl)C(=O)c1cccc(Br)c1 (stereo unspecified) | -3 | -5 | 15
CCc1nc2ccc(C(=O)NCC3CCCCC3)cn2c1N(CC)CC(=O)N(C)C | -4 | -3 | 8
CCCCC1C=CCN1C(=O)Cc1ccccn1 (stereo unspecified) | -4 | . | 12
Cn1ncc2c(NCCCc3csc(N)n3)nc(C(C)(C)C)nc21 | -4 | -1 | -2
Cc1nnc(-c2ccccc2-c2cc(N)nc3[nH]ccc23)o1 | 0 | . | 1
c1ccc2c(c1)CCC2=NNc1nncc2ccccc12 | -14 | -12 | 1
Cc1nc2scc(C)n2c(=O)c1NC(=O)c1ccc(Cl)nc1 | -9 | -8 | 5
O=[N+]([O-])c1cccc(-c2noc(CCN(Cc3ccco3)CC(O)Cc3ccccc3)n2)c1 (stereo unspecified) | -9 | -4 | .
COC1(C)CC(N(C)C(=O)c2cccnc2C)C1(C)C (stereo unspecified) | -7 | . | 4
COc1cc(OC)cc(-c2nn(-c3ccc(C)cc3)c(OC(C)=O)c2-c2ccc(NC(=O)c3ccccc3F)cc2)c1 | -6 | -4 | 4
CCOc1cccc2c1CCC2NC(=O)c1nn(-c2ccc(F)cc2)ccc1=O (stereo unspecified) | 2 | -11 | 1
CC(C)(C)c1csc(NC(=O)c2cc(=O)c3ccccc3o2)n1 | 7 | . | -1
COc1ccc(CCN(Cc2ccc(C)s2)C(=O)CN(CC(C)C)C(=O)Cc2cccs2)cc1OC | -4 | -4 | 13
CC1=C(C(=O)N2CCC(CCN3CCCC3=O)CC2)C(C)NC(=O)N1 (stereo unspecified) | -5 | -19 | 1
Cn1nc(NC(=O)C2CCN(S(C)(=O)=O)CC2)c2c1NC(=O)CC2c1ccco1 (stereo unspecified) | -7 | -10 | -14
COc1ccc(-c2nn3c(NC(C)C)cc(C)nc3c2C)cc1OC | 3 | 1 | 0
CCc1[nH]n(C)c(=O)c1C1=C(N(C)C2CCCCC2)C(=O)N(c2ccc(C)cc2)C1=O | -5&-4 | -8&-3 | -3&11
O=C1CCC(C(=O)N2CCC(c3ccncc3)CC2)CN1Cc1ccccn1 (stereo unspecified) | -3 | . | 0
CC(Oc1cccc(Cl)c1)C(=O)N1CCOC(COCc2ccccc2F)C1 (stereo unspecified) | -5 | . | 18
COc1ccc(CCNC(=O)c2cc(Br)ccc2NS(=O)(=O)c2ccc(OC(F)(F)F)cc2)cc1 | 5 | 2 | -3
O=C(NCCn1nc(-c2ccccc2)ccc1=O)C1c2ccccc2Oc2ccccc21 | -6 | -9 | 3
CC(=O)Nc1ccc(CN2C(=O)CON=C2c2cccc(C)c2)cc1 | -2 | . | 2
Cc1cc(-n2c(C)cc(C(=O)CSc3nncs3)c2C)no1 | -3 | . | 0
CCOC(=O)c1cc(C(C)(C)C)n(C2CCN(C(=O)c3cnc4ccccc4c3)CC2)n1 | 0 | -1 | 23
O=C(NCCNC(=O)C1CCN(C(=O)c2cc(Cl)cc(Cl)c2)CC1)c1ccccc1 | -6 | -6 | -10
CN(C)S(=O)(=O)c1ccc(C(=O)NCC2CSCCS2)cc1 (stereo unspecified) | 4 | . | 0
O=C(NCCN1CCOCC1)c1ccc(SC(F)(F)F)cc1 | -8 | -4 | -3
COc1ccc(S(=O)(=O)NCC2CCCN(C(=O)C3=CCCC3)C2)cc1 (stereo unspecified) | -5 | -4 | -2
CC(C)Cn1c(-c2ccc3c(c2)OCCO3)nc2c1c(=O)[nH]c(=O)n2CC(C)C | -7 | . | -1
Fc1ccc(/C=N\Nc2ncnc3nc[nH]c23)cc1F | -14 | . | 0

smiles | hcGAS inh | mcGAS lum | NPYLR7 agonist
CN(C(=O)CSc1ncn[nH]1)C1(C#N)CCCCC1 | -3 | . | 7
CC(=O)N1CCC(NC(=O)COc2c(C)cccc2Cl)CC1 | -9 | . | 4
O=C(NC1CCCCCC1)C1CC2CCCC(C1)C21SCCS1 (stereo unspecified) | -5 | . | -3
CCCCCc1ccc(C(=O)N(CC(=O)N2CCc3sccc3C2c2ccc(Cl)cc2Cl)Cc2ccco2)cc1 (stereo unspecified) | -2 | -6 | 33
